Assay outcomes deposited in PubChem BioAssay by Columbia University Molecular Screening Center.
mHtt clearance = clearance of mutant huntingtin inclusions, primary screen, imaging, HeLa Exon1htt(103Q)mCFP, confocal imaging; aggregate imaging; zero = plate's median compound well; inhibition, % at 1.5 µM; actives 0.42% (n = 47,000);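 active = inhibition of aggregate fluorescence above about 70%, also judged a hit by eye on the cell image, limit read from the data, passing the limit was not always enough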;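 also: cells exposed to compound for three days before fixation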
mHtt clearance grain fraction = further read-out of mHtt clearance, marked with its call; fraction fluorescence in grains; measured here: aggregate grain fluorescence fraction; active compounds read low;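 scaled fraction of total cell fluorescence in grains with unit not stated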
Numbers without * were called inactive. An excerpt. The share of hits here may be higher or lower than overall.

SMILES	mHtt clearance	mHtt clearance grain fraction
CCOC(=O)c1sc2nc(CC(=O)OC)nc(N3CCN(c4ccc(OC)cc4)CC3)c2c1C	-27.0	28.7
O=C1c2ccccc2C(Nc2ccc(Cl)cn2)N1c1ccccn1 (centres undefined)	19.1	26.1
N#CC1=C(N)C(C#N)(C#N)[C@H](c2ccncc2)[C@H]2CC3(CC=C12)OCCO3	-13.5	24.9
Cc1cccn2c(=O)c3cc(C(=O)NCc4cccnc4)c(=N)n(C(C)C)c3nc12	29.5	13.6
CC(=O)NC(Cc1ccc(F)cc1)C(=O)O (centres undefined)	8.4	34
COc1cc(-c2nc3n(n2)C(c2ccc(F)cc2)C2=C(CCCC2=O)N3)cc(OC)c1OC (centres undefined)	-39.1	55
Cc1ccc(C)c(N2CCN(Cc3nnnn3C3CCCCC3)CC2)c1	9.6	33.8
CCOC(=O)C1C(=O)CC(C)(O)C(C(=O)OCC)C1c1ccc2c(c1)OCO2 (centres undefined)	-49.7	29.1
O=C(COC(=O)c1n[nH]c2ccccc12)Nc1ccc(S(=O)(=O)N2CCCC2)cc1	-21.6	25.5
COC(=O)c1cc(C(=O)Nc2cc(C)ccn2)cc([N+](=O)[O-])c1	-51.0	59.2
CSc1nsc(SC)c1NC(=O)Nc1ccccn1	-2.2	37.7
Cc1cn(C2CC3OCC3O2)c(=O)[nH]c1=O (centres undefined)	1.5	15.9
Cn1cc(Br)c(C(=O)NC2C3CC4CC(C3)CC2C4)n1 (centres undefined)	39.3	12.5
O=C(Cc1ccccc1)Nc1ccccc1N1CCN(c2ccccc2)CC1	-30.9	43.5
O=C(NCCCN=C1NS(=O)(=O)c2ccccc21)c1ccc(S(=O)(=O)N2CCCCC2)cc1	-7.1	20.6
CC1CC(C)CN(CCCNC(=O)c2ccc3c(c2)NC(=O)C(N2CCCCC2)S3)C1 (centres undefined)	8.4	16.9
COC(=O)CN(Cc1ccco1)S(=O)(=O)c1ccccc1	-68.5	33.8
O=S(=O)(c1cccc(-c2nn3c(-c4ccncc4)nnc3s2)c1)N1CCOCC1	60.3	15.5
CN(c1ccc(C(=O)NCCC2=CCCCC2)cc1)S(C)(=O)=O	34.0	11.1
Nc1nc2n(n1)C(c1ccccc1Cl)CC(c1ccc(F)cc1)N2 (centres undefined)	-42.8	51.1
CCOC(=O)c1sc2nc3n(c(=O)c2c1C)CCC(C)CC3 (centres undefined)	26.7	12.7
CCOC(=O)C(NC(C)=O)(N1CCOCC1)C(F)(F)F (centres undefined)	-2.3	22.4
CCOC(=O)N1CCC(N2CC34C=CC(O3)C(C(=O)Nc3ccc(OCC)cc3)C4C2=O)CC1 (centres undefined)	45.5	19.5
COC(=O)[C@H](C)NC(=O)Nc1cccc(C(F)(F)F)c1	-12.4	52
CCCn1nc(C(=O)N2CCc3ccccc3C2)c2ccccc2c1=O	-3.4	38.9
Continuation:
SMILES	mHtt clearance	mHtt clearance grain fraction
c1cnc(N2CCN(Cc3c[nH]c4ccccc34)CC2)nc1	-0.3	20.7
CCN(CC)C(=O)c1sc(NC(=O)c2ccc(Br)o2)c(C(=O)OC)c1C	35.6	20.4
O=C(NC1CCCCC1)C(c1cccnc1)N(C(=O)c1csnn1)C1CCCC1 (centres undefined)	-13.4	22.1
Cc1ccc(S(=O)(=O)CC(C)N2CCOCC2)c(S(=O)(=O)CC(C)N2CCOCC2)c1 (centres undefined)	-46.0	29.9
CCOC(=O)c1ccc(N2C(=O)c3n[nH]c(C)c3C2c2ccc(OC)cc2)cc1 (centres undefined)	41.5	21
Cc1cc(C(=O)OCC(=O)N2C(C)CCCC2C)c(C)o1 (centres undefined)	-13.5	38.7
COc1ccc(N2C(=O)CCC2=O)cc1	-3.0	37.8
CC1=Nc2ccccc2N=C(NC(=O)CSc2nnnn2-c2ccccc2)C1c1ccccc1 (centres undefined)	-44.5	24.2
CCn1c(SCC(=O)C(C)(C)C)nnc1-c1cccnc1	-30.2	25.7
O=C(Nc1ccc(Cl)cc1)C1=Cc2ccccc2OC1	-11.0	23.5
COc1cccc(OC)c1NC(=O)Cc1nn(C)c(=O)c2ccccc12	-5.2	35.9
CCC1(CC)C(=O)NN(c2ccccc2)C1=O	10.7	18
CCCCn1ccnc1C(=O)c1cc(S(=O)(=O)N2CCOCC2)ccc1C	-2.5	23.9
CCc1c(C(=O)N2CCOCC2)csc1C	-51.8	28
COc1ccccc1-c1cc2nc(C)c(CCC(=O)NC(C)CCc3ccco3)c(C)n2n1 (centres undefined)	21.6	40.8
CC1=CC(=C2C(=O)c3ccccc3C2=O)C=C(C)N1Cc1ccco1	49.2	18.4
CCC(=O)Nc1ccc(C(=O)c2ccccc2)cc1	14.0	31.9
CCn1c(COc2ccc(C)cc2)nnc1SCC(=O)C(C)(C)C	-29.6	52
O=C(CSc1ccccc1)Nc1cccnc1	-3.6	20.1
c1coc(-c2nnc(-c3cccs3)o2)c1	4.8	18.6
O=C(c1ccc(Cl)cc1)C1CCN(C(=O)NC2CCCCC2)CC1	-5.0	20.5
CN(Cc1nc2ccccc2n1C)S(C)(=O)=O	-14.0	24.1
O=C(COc1ncnc2ccccc12)c1ccc2c(c1)OCCO2	-5.0	40
Cc1cccc(CC2CC(=O)N(c3ccccc3)C2=O)c1 (centres undefined)	27.0	13.8
CCc1nc2ccccc2n1CC(O)COc1ccc(NC(C)=O)cc1 (centres undefined)	-28.8	23

Given as labelled records: entries from further up.
CCC(=O)Nc1ccc(C(=O)c2ccccc2)cc1
  mHtt clearance = 14.0 | mHtt clearance grain fraction = 31.9
O=C(CSc1ccccc1)Nc1cccnc1
  mHtt clearance = -3.6 | mHtt clearance grain fraction = 20.1
CCOC(=O)c1ccc(N2C(=O)c3n[nH]c(C)c3C2c2ccc(OC)cc2)cc1 (centres undefined)
  mHtt clearance = 41.5 | mHtt clearance grain fraction = 21
COc1ccccc1-c1cc2nc(C)c(CCC(=O)NC(C)CCc3ccco3)c(C)n2n1 (centres undefined)
  mHtt clearance = 21.6 | mHtt clearance grain fraction = 40.8

In the list so far, these contain a tert-butyl group:
SMILES	mHtt clearance	mHtt clearance grain fraction
CCn1c(SCC(=O)C(C)(C)C)nnc1-c1cccnc1	-30.2	25.7
CCn1c(COc2ccc(C)cc2)nnc1SCC(=O)C(C)(C)C	-29.6	52

(next part)
SMILES	mHtt clearance	mHtt clearance grain fraction
Clc1ccc2c(c1)C1OCCC1C(c1ccco1)N2 (centres undefined)	-18.9	39.8
CCc1c(C)nc2c(C#N)c[nH]n2c1=O	-60.5	52.5
O=C(O)/C=C\C(=O)Nc1ccc(Oc2ccccc2)cc1	40.2	12.8
Cc1cccc(C)c1OCCCCc1c(C)n[nH]c1C	-13.2	20.7
O=C(CSc1nnc(CNc2ccc(F)cc2)o1)N1CCN(C(=O)c2ccco2)CC1	-286.5	145
COC(=O)c1sccc1NC(=O)c1ccc(Cl)s1	3.4	18.1
Cc1nc2ccc(S(=O)(=O)NC(C(=O)NCc3ccc4c(c3)OCO4)C(C)C)cc2s1 (centres undefined)	65.0	15.8
O=c1[nH]c(CN2CCCCC2)nc2c1C1(CCCCC1)Cc1ccccc1-2	10.7	41.3
COc1ccc(CN2CCN(C(=O)c3ccco3)CC2)cc1OCc1ccccc1	-7.1	39.4
COc1ccc(CNC(=O)CN(C(=O)c2ccc(CN3CCOCC3)o2)C2CCCC2)cc1	-5.5	22.6
O=C(Nc1cccc2ccccc12)c1ccc(Br)o1	-0.7	19.4
O=C(CCSc1nc(-c2ccco2)cc(C(F)(F)F)n1)NCCc1ccccc1	12.5	14.3
CCN(CC)C(=O)CN1C(=O)C2(OCC(C)(c3ccccc3)CO2)c2ccccc21 (centres undefined)	11.7	18.2
COc1ccc(S(=O)(=O)N2CCCCC2C(=O)O)cc1OC (centres undefined)	-150.6	79.3
CC1CC(C)CN(S(=O)(=O)c2ccc(C(=O)N3CCN(c4ccccc4)CC3)cc2)C1 (centres undefined)	18.7	29.4
Cc1cc(Cl)ccc1N=c1ssnc1Cl	26.9	15.5
CCCCN(C(=O)Cn1nnc2ccccc21)C(C(=O)NCCOC)c1ccccc1 (centres undefined)	-8.4	19.9
COc1ccc(OC)c(S(=O)(=O)Nc2ccccc2C)c1	19.9	15
O=C1c2ccccc2C(=O)N1CCCCSc1nnnn1-c1ccccc1	2.7	31.9
Cc1ccccc1OCC(=O)N(Cc1ccc(N(C)C)cc1)C1CCS(=O)(=O)C1 (centres undefined)	24.6	28.9
O=S1(=O)CC(NCc2ccccc2)C(Nc2ccc(Cl)cc2)C1 (centres undefined)	22.5	26.4
CC(C)(C)C(=O)Nc1nnc(SCC(=O)NCc2cccs2)s1	29.0	28.2
CCOc1ccc(CCNC(=O)C2CCCN(C(=O)N(C)C)C2)cc1OCC (centres undefined)	-48.3	31.8
COCc1[nH]nc2c1C(c1ccc(OC)c(OC)c1)C(C#N)=C(N)O2 (centres undefined)	6.4	20.7
Cc1cc(C)cc(OCCCC(=O)O)c1	52.8	8.86

A run of entries from further up:
SMILES	mHtt clearance	mHtt clearance grain fraction
COCc1[nH]nc2c1C(c1ccc(OC)c(OC)c1)C(C#N)=C(N)O2 (centres undefined)	6.4	20.7
Cc1cc(C)cc(OCCCC(=O)O)c1	52.8	8.86

The list continues:
SMILES	mHtt clearance	mHtt clearance grain fraction
CC(C)(C)c1ccc(S(=O)(=O)NC(Cc2ccccc2)C(=O)O)cc1 (centres undefined)	54.4	10.3
COc1ccc2nc(SCC(N)=O)[nH]c2c1	53.9	7.93
Cc1ccc(C(=O)NCCNC(=O)CN2CCCC2)cc1	-52.0	48.1
O=C(Nc1ccc2c(c1)oc1ccccc12)c1cccnc1	-39.0	47.3
O=C(Nc1ccc(Cl)cc1)N(C1=NCCC1)c1ccc(OC(F)F)cc1	35.8	25.4
O=C(Nc1ccc2c(c1)OCO2)Nc1ccc(Br)cn1	-14.9	18.5
CCN1/C(=C2/OC(=S)N(C)C2=O)Sc2ccccc21	62.4	15.3
Cc1csc(C2=C(O)CN(CCc3ccccc3)C2=N)n1	-17.7	45.2
O=C(O)c1c(F)c(F)cc2ccccc12	21.8	16.1
Cc1cc2oc(C(=O)NCc3ccncc3)c(C)c2cc1C	-118.2	102
CC1CCN(c2nc3c(c(=O)[nH]c(=O)n3C)n2Cc2ccccc2Cl)CC1	-36.5	66
COc1cccc2cc(-c3cn4ccc(C)cc4n3)c(=O)oc12	-22.0	21.4
Cc1cccc(-n2c(N)cc(=O)[nH]c2=S)c1	-57.6	54.3
O=C(Nc1cccc(F)c1)N1CC=C(c2ccc(Cl)cc2)CC1	-51.2	29.7
Cc1ccnc2c(N3C(=O)C4C5C=CC(C5)C4(C)C3=O)cccc12 (centres undefined)	-31.9	44
CCOC(=O)N1CCN(C(=O)C2CCC(C(=O)N3CCN(C(=O)OCC)CC3)CC2)CC1 (centres undefined)	-11.5	21.2
COc1ccc(N2CCN(Cc3nc(N)nc(Nc4ccccc4OC)n3)CC2)cc1	-34.3	45.5
COC(=O)C1=C(C)N(c2cccc(C(C)=O)c2)C(=O)C1	0.2	18.6
Cc1ccc2nsnc2c1S(=O)(=O)NCc1ccncc1	27.3	14.6
COC(=O)COc1ccc(S(=O)(=O)Nc2ccccc2SC)cc1	58.8	7.21
CCOC(=O)c1nnn(-c2nonc2-n2cccc2)c1CCl	2.1	41.2
Cc1ccc(C)c(N(CC(=O)N(C)C)S(C)(=O)=O)c1	44.4	9.73
O=C(NCC1CCCO1)c1cc(-c2ccc(Cl)cc2Cl)on1 (centres undefined)	-42.3	55
Cc1ccc(CNC(=O)c2ccc(CNc3c(N4CCCC4)c(=O)c3=O)cc2)cc1	-2.7	42.1
COc1ccccc1C1N(c2cc(Cl)ccc2OC)C(=O)C2CCCN21 (centres undefined)	37.7	28.1
More results.
SMILES	mHtt clearance	mHtt clearance grain fraction
COn1c(=S)[nH]c2ccccc2c1=O	-46.8	50.9
CC(=O)NC1C(=O)N=C(SCC(=O)NC2CCCCC2)NC1=O (centres undefined)	-28.5	50.7
CCOC(=O)C1CCCN(Cc2ccc(OC)cc2OC)C1 (centres undefined)	26.8	20.9
Cc1[nH]nc2c1/C(=N\O)CC(C)(C)C2	-10.3	37.7
c1ccc(-c2cc3c(ccc4nonc43)nn2)cc1	13.4	29.5
CC(C(=O)Nc1ccc(Cl)cc1)c1ncc(C(F)(F)F)cc1Cl (centres undefined)	12.8	33.5
COc1cccc(C2=NOC(C(=O)Nc3ccc(C(C)=O)cc3)C2)c1 (centres undefined)	-56.5	69.1
COc1ccc(-c2c3c(=O)n(C)c(=O)n(C)c3c3nnc4ccccc4n23)cc1	-92.9	32.5
CCn1c(=O)n(CC)c2cc(S(=O)(=O)NCCOc3ccccc3)c(C)cc21	3.4	17.1
Cc1ccc(S(=O)(=O)NCCCCC(NC(=O)OC(C)(C)C)C(=O)O)cc1 (centres undefined) (tested in a mixture with another compound)	0.0	18
CCOc1ccc(NC(=O)CN2CCN(CC(=O)Nc3ccc(F)cc3)CC2)cc1	7.7	33.5
CCC1CCCCN1C(=O)N[C@@H](Cc1ccccc1)C(=O)O (some centres undefined)	-41.8	55.6
CCOC(=O)C1CCCN(C(=O)c2ccc(OC(C)=O)cc2)C1 (centres undefined)	-22.5	42.2
CC1=C(C(=O)OC(C)C)C(c2cccc(F)c2)N2C(=O)C(C)SC2=N1 (centres undefined)	20.6	29.4
COc1ccc(-n2cnnc2SCc2cnc(-c3ccccc3)s2)cc1	-16.5	41.9
CCOC(=O)c1[nH]c2ccccc2c1NC(=O)C1CCCCC1	29.8	14.9
CCCN(c1ccc(OCC)cc1)S(=O)(=O)c1ccc2c(c1)CCN2C(=O)CCC(=O)O	-19.6	43.4
CN=C(C)c1c(O)c2ccccc2oc1=O	-40.2	29.5
c1csc(C2=Nn3c(nnc3-c3ccncc3)SC2)c1	61.7	15.4
CC(NC(=O)c1ccccc1)C(=O)NC1=NCCS1 (centres undefined)	24.1	16.3
O=C(OCCNC(=O)c1ccc2ccccc2n1)c1ccc(F)cc1	69.9	12
Cc1cc(C)c2c(CC(=O)N(CCC#N)Cc3cccnc3)coc2c1	40.3	12
Cc1nc(N2CCN(C(c3ccccc3)c3ccccc3)CC2)[nH]c(=O)c1C	25.3	22.5
CCOc1ccc(-c2c[n+](=O)c3c(n2[O-])CCCC3)c(OCC)c1	-23.0	48.9
